Source: PubChem BioAssay
G9a block = qHTS Assay for Inhibitors of Histone Lysine Methyltransferase G9a; Histone-lysine N-methyltransferase EHMT2 (Homo sapiens), Q96KQ7; G9a H3K9 monomethylation, AlphaScreen, 2 h; Potency, µM (series often up to 102 µM), for inactives: at the highest dose activity, negative = inhibition, hits mostly inhibitors; 350,000 compounds, 8.8% hits; note: % is set by controls: 0 for no effect and ±100 for the full control effect; nearly all actives have a fitted effect of over 75% in size
Target sequence (Q96KQ7 913-1193 limits assumed): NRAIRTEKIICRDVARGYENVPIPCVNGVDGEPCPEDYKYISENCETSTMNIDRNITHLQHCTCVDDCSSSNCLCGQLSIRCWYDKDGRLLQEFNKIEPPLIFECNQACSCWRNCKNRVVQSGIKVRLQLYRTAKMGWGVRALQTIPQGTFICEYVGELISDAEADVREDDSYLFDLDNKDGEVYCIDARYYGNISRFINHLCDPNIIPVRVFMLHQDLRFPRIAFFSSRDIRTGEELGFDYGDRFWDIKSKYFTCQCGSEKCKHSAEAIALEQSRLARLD
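Methyltransferase reactions run at room temperature for 2 h (20 nM enzyme, 500 nM biotin-H3K9 peptide, 20 uM SAM) after a 15 min compound preincubation; product detected by AlphaScreen beads and anti-H3K9me1 antibody.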
Pol iota inh = qHTS for Inhibitors of Polymerase Iota | DNA polymerase iota (Homo sapiens), Q9UNA4 | Pol iota fluorescent replication assay, 10 min | Potency, µM (highest dose often 115 µM), for the others: top-dose activity, negative = inhibition, hits mostly inhibitors | 390,000 compounds, 1% hits | AID 588590, 2011
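Fluorescent replication assay read twice, at 0 min and 10 min after adding 50 nM (final) substrate. Enzyme (10 nM) and compounds were first incubated 15 min at room temperature; enzyme-free buffer wells were negative controls.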
HP1b binding inh = HTS for Inhibitors of HP1-beta Chromodomain Interactions with Methylated Histone Tails; Chromobox protein homolog 1 (Homo sapiens), P83916; AlphaScreen HP1-beta / biotin-H3K9me3 peptide binding; Potency, µM (titrated, usually from 114 µM), for the others: at the top dose activity change, negative = inhibition, usual class: inhibitors; 390,000 compounds, 0.56% hits; AID 540317, 2011; note: nearly all actives have a fitted effect of over 70% in size; inactives centre near 23
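AlphaScreen: HP1-beta (50 nM) preformed 30 min with biotin-H3(1-18)K9me3 peptide (50 nM) in PBS pH 7.4, 0.01% Tween-20. Compound added for 30 min at RT, then streptavidin donor/nickel chelate acceptor beads (10 ug/mL) for 30 min.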
GLS inhibitor = qHTS for Inhibitors of Glutaminase (GLS); Potency, µM (doses to about 45.5 µM), without a hit: at the highest dose activity change, negative = inhibition, most hits filed as inhibitors; Glutaminase kidney isoform, mitochondrial (Homo sapiens), O94925; AID 624170, 2012; GLS enzymatic activity, qHTS titration; 410,000 compounds, 0.21% hits; note: % is set by controls: 0 for no effect and ±100 for the full control effect
Target sequence (O94925 whole entry, looked up, canonical isoform): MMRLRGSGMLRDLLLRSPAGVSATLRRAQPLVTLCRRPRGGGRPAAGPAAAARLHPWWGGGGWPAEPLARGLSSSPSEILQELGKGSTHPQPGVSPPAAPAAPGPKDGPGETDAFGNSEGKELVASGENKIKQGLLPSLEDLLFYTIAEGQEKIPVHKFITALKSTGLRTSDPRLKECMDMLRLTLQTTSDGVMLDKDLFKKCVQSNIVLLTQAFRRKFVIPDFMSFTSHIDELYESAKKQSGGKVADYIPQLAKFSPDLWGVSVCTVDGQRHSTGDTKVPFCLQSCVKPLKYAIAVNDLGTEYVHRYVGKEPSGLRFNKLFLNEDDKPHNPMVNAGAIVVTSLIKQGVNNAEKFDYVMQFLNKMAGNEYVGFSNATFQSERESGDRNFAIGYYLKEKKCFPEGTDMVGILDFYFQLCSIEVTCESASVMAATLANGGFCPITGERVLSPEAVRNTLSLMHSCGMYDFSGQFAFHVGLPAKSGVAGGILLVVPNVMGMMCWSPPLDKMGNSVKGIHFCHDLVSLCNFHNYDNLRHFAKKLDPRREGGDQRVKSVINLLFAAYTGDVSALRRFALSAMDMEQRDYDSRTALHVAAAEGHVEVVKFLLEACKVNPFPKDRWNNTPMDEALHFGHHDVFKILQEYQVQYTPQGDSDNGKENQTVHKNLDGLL
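Enzyme dispensed in phosphate buffer (45 mM, pH 8.2, 0.02% Tween-20), compounds pinned in, then 1 mM L-glutamine solution and the glutamate oxidase–HRP–Amplex Red mix added; fluorescence read immediately and again after 30 min at room temperature.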
Pin1 inhibitor = qHTS Assay to Find Inhibitors of Pin1 | Pin1 FP peptide displacement, HiFluor488, 10 min | Potency, µM (series often up to 115 µM), inactives show at the top dose activity, negative = inhibition, hits mostly inhibitors | 390,000 compounds, 0.009% hits | AID 504891, 2011 | Peptidyl-prolyl cis-trans isomerase NIMA-interacting 1 (Homo sapiens), Q13526; active = well fitted inhibition curve with a large enough effect in the polarisation, with a control signal flat, not every such curve was filed as active; inconclusive = small, poorly fitted or top-dose-only effect, or effect the other way, or a change in a side signal; inactive = no such curve, though single readings can be large or run the other way; the % refers to the polarisation; note: % is set by controls: 0 for no effect and ±100 for the full control effect
Tb PGK inh = qHTS Assay to Find Inhibitors of Phosphoglycerate Kinase | 380,000 compounds, 0.043% hits | Potency, µM (series often up to 57.5 µM), inactives show top-dose activity change, negative = inhibition, actives largely listed as inhibitors | PGK/GAPDH coupled, Kinase-Glo luminescence, 60 min | Phosphoglycerate kinase, glycosomal (Trypanosoma brucei brucei), P07378; note: % is set by controls: 0 for no effect and ±100 for the full control effect; nearly all actives have a fitted effect of over 60% in size
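Luminescent ATP detection (Kinase-Glo Plus) follows a 60-minute room-temperature incubation, with wells lacking PGK as controls. Buffer: 100 mM TEA (pH 7.6), 5 mM MgCl2, 0.01% Tween-20. Coupling enzyme GAPDH (100 nM final) supplies unstable 1,3-BPG in-well.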
BLM inh = qHTS Assay for Inhibitors of Bloom's syndrome helicase (BLM) | 350,000 compounds, 0.2% hits | recombinant BLM DNA unwinding, fluorescence dequenching | AID 2528, 2010 | Potency, µM (top dose mostly 56.1 µM), without a hit: at the top dose activity change, negative = inhibition, usual class: inhibitors;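 note: plate controls were vehicle for no effect and no enzyme for full effect; nearly all actives have a fitted effect of over 35% in size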
BAZ2B inh = qHTS Assay for Inhibitors of BAZ2B. Bromodomain adjacent to zinc finger domain protein 2B (Homo sapiens), Q9UIF8. AlphaScreen BAZ2B-H3K14Ac peptide displacement. Potency, µM (highest dose often 114 µM), inactives show at the top dose activity change, negative = inhibition, most hits filed as inhibitors. 360,000 compounds, 4.4% hits. AID 504333, 2011; note: % is set by controls: 0 for no effect and ±100 for the full control effect; nearly all actives have a fitted effect of over 60% in size
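Multi-concentration screen (max 110 uM) measuring displacement of acetylated histone H3 peptide from BAZ2B by AlphaScreen, using 50 nM protein, 50 nM peptide and 10 ug/mL streptavidin donor plus Ni-chelate acceptor beads.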
JMJD2A Tudor inh = qHTS Assay for Inhibitors of JMJD2A-Tudor Domain | AlphaScreen JMJD2A-Tudor / H3K4me3 peptide binding | Potency, µM (titrated, usually from 114 µM), for the others: at the top dose activity change, negative = inhibition, hits mostly inhibitors | Lysine-specific demethylase 4A (Homo sapiens), O75164 | 390,000 compounds, 4.4% hits; note: % is set by controls: 0 for no effect and ±100 for the full control effect; nearly all actives have a fitted effect of over 50% in size
* hit, by the source's call; i = inactive; ? = inconclusive; · = no result given; [ ] = another dose, or the depositor's remark. Unless noted, calls come from the whole dose curve; as a rule, active = well fitted curve in the direction sought with a large enough effect; inconclusive = small, poorly fitted or top-dose-only effect, or another doubt; inactive = no such curve, though single readings can be large; an effect the other way counts as inactive or inconclusive. Potency is the fitted concentration of half-maximal effect.

SMILES	G9a block	Pol iota inh	HP1b binding inh	GLS inhibitor	Pin1 inhibitor	Tb PGK inh	BLM inh	BAZ2B inh	JMJD2A Tudor inh
COc1ccc(NC(=O)c2noc(C(C)C)c2[N+](=O)[O-])cc1	1%	7%	33%	6%	2%	5%	-2%	5%	-11%
O=C(COC(=O)c1cc(S(=O)(=O)N2CCOCC2)c(Cl)cc1Cl)NC1CC1	0.63µM*	?	4%	3%	?	-4%	·	-4%	-11%
COCC(=O)N1CCC(Oc2ccc(C(=O)NCCCn3cccn3)cc2)CC1	-2%	15%	71%[activator]	0%	-14%	-2%	-8%	25%	-1%
COc1ccc(C(=O)NCC2CCCN2S(=O)(=O)c2cccs2)cc1OC (centres undefined)	5%	22%	19%	7%	3%	3%	·	-3%	-3%
CC1CCCN(C2=C(NS(=O)(=O)c3ccc(Cl)cc3)C(=O)c3ccccc3C2=O)C1 (centres undefined)	2.5µM*	?	6.3µM*	?	4%	-15%	-20%	5µM*	8.9µM*
CC(=O)OCC(=O)C1(O)CCC2C3CCC4=CC(=O)C=CC4(C)C3C(=O)CC21C (centres undefined)	·	24%	15%	5%	2%	-4%	·	·	-5%
Cc1c(C)n(CCC#N)c2ccccc12	-12%[59 µM]	29%	-13%	17%	-2%	-2%	-1%	?	?
CC(C)C[C@H](NC(=O)OC(C)(C)C)C(=O)N1CCC(C(=O)N[C@@H](Cc2ccccc2)C(=O)O)CC1	8%[59 µM]	-1%	17%	18%	-8%	-6%	-5%	-2%	-12%
O=C1CSC(c2cccs2)N1c1ccccc1 (centres undefined)	-2%[59 µM]	14%	25%	0%	10%	-2%	-2%	10%	-8%
CCOc1ccc(N2CC(c3nc4ccccc4n3Cc3cccc(Cl)c3)CC2=O)cc1 (centres undefined)	?	-8%	11%	0%	11%	i	-7%	-6%	-19%
CCCNC(=O)CSCc1nc(-c2ccc(SC)cc2)oc1C	19%[59 µM]	9%	32%	0%	-6%	-10%	-3%	-22%	-12%
COC(=O)c1ccc(NC(=O)c2ccccc2N(C)S(C)(=O)=O)cc1	-4%[59 µM]	3%	39%[activator]	-32%	1%	-1%	0%	9%	-1%
CN(Cc1ccccc1)C(=S)NC(=O)c1ccccc1	50µM*	-16%	19%	0%	-5%	-7%	-6%	-25%	-24%
O=C(NCc1csc(-c2ccccc2)n1)c1ccco1	6%[59 µM]	3%	11%	5%	-9%	-6%	-3%	2%	0%
CCN(CC)S(=O)(=O)c1cc(C(=O)Oc2cccc(-c3cnc4ccccc4n3)c2)ccc1OC	-3%[59 µM]	13%	20%	5%	4%	1%	-7%	5%	-27%

Already shown: entries from further up.
SMILES	G9a block	Pol iota inh	HP1b binding inh	GLS inhibitor	Pin1 inhibitor	Tb PGK inh	BLM inh	BAZ2B inh	JMJD2A Tudor inh
Cc1c(C)n(CCC#N)c2ccccc12	-12%[59 µM]	29%	-13%	17%	-2%	-2%	-1%	?	?
CC(C)C[C@H](NC(=O)OC(C)(C)C)C(=O)N1CCC(C(=O)N[C@@H](Cc2ccccc2)C(=O)O)CC1	8%[59 µM]	-1%	17%	18%	-8%	-6%	-5%	-2%	-12%
O=C1CSC(c2cccs2)N1c1ccccc1 (centres undefined)	-2%[59 µM]	14%	25%	0%	10%	-2%	-2%	10%	-8%
CCOc1ccc(N2CC(c3nc4ccccc4n3Cc3cccc(Cl)c3)CC2=O)cc1 (centres undefined)	?	-8%	11%	0%	11%	i	-7%	-6%	-19%
CCCNC(=O)CSCc1nc(-c2ccc(SC)cc2)oc1C	19%[59 µM]	9%	32%	0%	-6%	-10%	-3%	-22%	-12%
COC(=O)c1ccc(NC(=O)c2ccccc2N(C)S(C)(=O)=O)cc1	-4%[59 µM]	3%	39%[activator]	-32%	1%	-1%	0%	9%	-1%
CN(Cc1ccccc1)C(=S)NC(=O)c1ccccc1	50µM*	-16%	19%	0%	-5%	-7%	-6%	-25%	-24%
O=C(NCc1csc(-c2ccccc2)n1)c1ccco1	6%[59 µM]	3%	11%	5%	-9%	-6%	-3%	2%	0%
CCN(CC)S(=O)(=O)c1cc(C(=O)Oc2cccc(-c3cnc4ccccc4n3)c2)ccc1OC	-3%[59 µM]	13%	20%	5%	4%	1%	-7%	5%	-27%

Going on with the list.
SMILES	G9a block	Pol iota inh	HP1b binding inh	GLS inhibitor	Pin1 inhibitor	Tb PGK inh	BLM inh	BAZ2B inh	JMJD2A Tudor inh
CSc1ncc(CO)n1Cc1ccccc1	24%[12.7 µM]	80%[activator]	21%	0%	0%	i	-6%	-2%	-3%
Cn1c(=O)n(CCCc2ccccc2)c(=O)c2c1nc1n2CCN1c1ccc(F)cc1	?	19%	2%	-8%	-6%	i	-1%	-19%	-34%
COc1ccc(OC)c(S(=O)(=O)N(C(C)=O)c2ccc3oc(=O)sc3c2)c1	35µM*	-12%	62%[activator]	-9%	-3%	0%	-4%	-20%	1%
CCOc1ccc(-n2c(C)cc(/C=N\NC(=O)CC(=O)NC3CCCCC3)c2C)cc1	-3%[59 µM]	-3%	-23%	3%	?	3%	-5%	?	?
CCCNC(=O)NC(=O)CSc1ncc(C(F)(F)F)cc1Cl	-9%[59 µM]	16%	27%	-1%	-3%	·	-8%	22%	-26%
CC(C)(C)OC(=O)NCC1CCN(S(=O)(=O)Cc2ccccc2)CC1	-8%	25%	32%	-8%	-1%	-9%	-4%	1%	-4%
COc1ccc(C(C)=O)c(Oc2ccc(S(=O)(=O)N3CCOCC3)cn2)c1	5%[2.33 µM]	-3%	25%	1%	9%	6%	·	-3%	-5%
CC1CCC2(CC1)NC(=O)N(CC(=O)N1c3ccccc3CC1C)C2=O (centres undefined)	·	6%	26%	0%	2%	-8%	·	·	-5%
COc1ccc(NC(=O)CSc2nc3ccccc3c(=O)n2CCNC(C)=O)cc1	-8%[59 µM]	-6%	28%	-5%	1%	-1%	-3%	1%	-6%
Cc1ccc(N)cc1NC(=O)CN1CCOCC1	26%	35%[activator]	1%	10%	0%	-6%	-2%	-17%	-10%
Cc1cc2c(n1-c1ccc(C(=O)NCC(C)c3ccccc3)cc1)CCCC2 (centres undefined)	-29%[59 µM]	-3%	15%	-9%	5%	-6%	-3%	-14%	-14%
COC(=O)c1[nH]c2ccccc2c1NC(=O)CNC1CCCCC1	?	14%	8%	23%	-6%	-8%	-7%	-1%	-21%
CCCCOC(=O)NC1CCc2cc(OC)c(OC)c(OC)c2-c2ccc(SC)c(=O)cc21 (centres undefined)	·	18%	-13%	2%	3%	i	·	·	?
COc1cc(C)ccc1S(=O)(=O)N1CCN(C23CC4CC(CC(C4)C2)C3)CC1	12%[59 µM]	-12%	12%	2%	-1%	-16%	-4%	0%	-17%
Cc1ccc(C(=O)O/N=C/c2ccc3c(c2)OCO3)cc1	21%[59 µM]	23%	15%	-5%	-5%	7%	1%	9%	-19%
CN1CCN(CC(=O)N2c3ccccc3C(C)(c3ccc(Cl)cc3)CC2(C)C)CC1 (centres undefined)	?	8%	7%	17%	5%	11%	-7%	-8%	-17%
O=S(=O)(NCc1ccc(Cl)cc1)c1cccc2cccnc12	·	4%	40%[activator]	-1%	-1%	0%	-3%	5%	-6%
COc1cccc(N2CCN(C(=O)c3ccc(-c4ccccc4)cc3)CC2)c1	·	?	-1%	14%	-1%	-13%	-11%	-3%	?
CCOc1ccc(N(C)S(=O)(=O)c2ccc(C)c(C(=O)NCCc3ccc(OC)cc3)c2)cc1	7%[0.501 µM]	54%[activator]	16%	-8%	8%	4%	·	9%	-7%
COc1ccc(C(=S)N2CCCCCC2)cc1	6.3µM*	?	?	-7%	-3%	-1%	5%	3%	89µM*
Cc1nc(S(=O)(=O)c2ccc(Br)cc2)nc2c1CCC2	17%	172%[activator]	13%	4%	8%	-3%	-4%	-4%	-1%
COc1cc(Nc2ncc3c(n2)CCN(Cc2cccc(C)c2)C3)cc(OC)c1	1%[12.7 µM]	-10%	12%	-6%	-4%	·	-9%	?	?
CCC(=O)N1c2ccccc2CC1C(=O)NCc1cc(OC)ccc1OC (centres undefined)	-3%[12.7 µM]	25%	23%	-23%	-10%	-2%	-2%	-9%	-5%
CN(CC(=O)Nc1ccncc1)S(=O)(=O)c1ccccc1	-9%[12.7 µM]	16%	25%	-4%	0%	-2%	0%	3%	-3%
CC12CC(NC(=O)N1c1cccc(C(=O)NCc3ccc4c(c3)OCO4)c1)c1cc(Cl)ccc1O2 (centres undefined)	?	?	-1%	-3%	26%	-9%	-9%	-29%	-31%
CCOC(=O)c1c(C)c(C(=O)Nc2ccc3c(c2)OCCO3)c(C)n1C	8%[12.7 µM]	20%	27%	1%	-2%	-4%	-4%	5%	-9%

The list is partial. The share of hits here may be higher or lower than overall.
